Bioassay records (PubChem)
ATXN2 expr inh: Primary qHTS for Inhibitors of ATXN expression; HEK-293 ATXN2-luciferase reporter, luminescence, 24 h; Potency, µM (top dose mostly 57 µM), for the others: at the highest dose activity change, negative = inhibition, actives largely listed as inhibitors; 0.72% of 360,000 active; AID 1745845, 2022; also: potency is read from the fitted curve at half-maximal effect; % is scaled to controls: 0 for no effect and ±100 for the full control effect; nearly all actives have a fitted effect of over 55% in size
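ATXN2-luciferase reporter cells (luciferase flanked by upstream and downstream ATXN2 gene portions) were treated 24 h at 37 °C with compounds at up to 57 uM. SteadyGlo luminescence gave expression; GF-AFC fluorescence gave viability.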
Nrf2 activator: qHTS of Nrf2 Activators. AID 624171, 2012. Potency, µM (top dose mostly 46.1 µM), for inactives: top-dose activation, most hits filed as activators. 0.31% of 410,000 active. AREc32 ARE-luciferase reporter (MCF7-derived line), luminescence, 24 h; also: potency is read from the fitted curve at half-maximal effect; % of control where 0% means no effect; nearly all actives have a fitted effect of over 65% in size
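ARE activation measured as luciferase luminescence (Steady-Glo, 30 min RT) in AREc32_Fluc cells after 24 hr compound exposure at 37 deg C, 5% CO2; cells seeded overnight at 1000/well in OPTI-MEM, 5% FBS.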
MCF10A rerep: A quantitative high throughput screen for small molecules that induce DNA re-replication in MCF 10a normal breast cells; 2.9% of 350,000 active; Potency, µM (top dose mostly 46.1 µM), without a hit: at the top dose activity, positive = re-replication, usual class: activators; AID 624296, 2012; MCF 10A DNA re-replication, Hoechst nuclear intensity, 48 h; also: potency is read from the fitted curve at half-maximal effect; % of control where 0% means no effect; nearly all actives have a fitted effect of over 50% in size
Nrf2 block: Nrf2 qHTS screen for inhibitors | A549 ARE-Fluc reporter, luciferase luminescence, 18-24 h | Potency, µM (titrated, usually from 46 µM), inactives show at the top dose activity change, negative = inhibition, actives largely listed as inhibitors | 2.1% of 360,000 active | AID 504444, 2011; also: potency is read from the fitted curve at half-maximal effect; % is scaled to controls: 0 for no effect and ±100 for the full control effect; nearly all actives have a fitted effect of over 60% in size
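Two sequential reads on A549 ARE_Fluc cells exposed to compound for 18-24 h: a CellTiter-Fluor fluorescence read for viability, then a luciferase luminescence read for Nrf2/ARE activity.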
A549 tox: Nrf2 qHTS screen for inhibitors: counterscreen for cytotoxicity; AID 504648, 2011; 0.16% of 390,000 active; Potency, µM (highest dose often 46 µM), for inactives: at the highest dose activity change, negative = cytotoxicity, actives largely listed as inhibitors; A549 ARE-Fluc cells, CellTiter-Fluor viability, 18-24 h; also: potency is read from the fitted curve at half-maximal effect; % is scaled to controls: 0 for no effect and ±100 for the full control effect
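A549 ARE-Fluc cells in 5% FBS OPTI-MEM, 5000 cells/well, rested 2 h then exposed to compounds in concentration-response for 18-24 h at 37 °C. Viability by CellTiter-Fluor fluorescence (Ex 405/Em 525) after 30 min; luciferase luminescence (BugLite, 15 min, RT) read afterwards.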
IL1B secr inh: qHTS for Inhibitors of Inflammasome Signaling: IL-1-beta AlphaLISA Primary Screen. AID 743279, 2014. 4.7% of 360,000 active. activity change, % at 57.5 µM. THP-1 LPS/ATP IL-1B secretion, AlphaLISA, 16 h; active compounds read low; in the data active = activity change below about -50%; inconclusive = mostly about -30% to -49%; also: % is scaled to controls: 0 for no effect and ±100 for the full control effect
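THP-1 cells pretreated 1 hr with compounds (up to 57.5 uM final), then stimulated with LPS (250 ng/mL final) plus ATP (1.25 mM final); secreted IL-1B measured by AlphaLISA after 16 hr, decreased signal indicating inhibition.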
S2 tox: Viability Counterscreen for Primary qHTS for Inhibitors of ATXN expression | S2 cells (HEK-293 line with an ATXN2-luciferase reporter) viability, CellTiter-Fluor protease fluorescence, 24 h | Potency, µM (series often up to 56.7 µM), actives largely listed as cytotoxic | 0.49% of 400,000 active; also: potency is read from the fitted curve at half-maximal effect; nearly all actives have a fitted effect of over 40% in size
TGFb inhibitor: qHTS for Inhibitors of TGF-b; HepG2 CAGA-GFP TGF-b/SMAD3 reporter, GFP fluorescence, 18 h; TGF-beta stimulated, 500 pg/mL final; Potency, µM (series often up to 46.1 µM), for inactives: at the highest dose activity, negative = inhibition, most hits filed as inhibitors; 1.2% of 410,000 active; also: potency is read from the fitted curve at half-maximal effect; % is scaled to controls: 0 for no effect and ±100 for the full control effect; nearly all actives have a fitted effect of over 65% in size
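Inhibition of TGF-beta-driven CAGA-GFP reporter expression in HEPG2 cells is measured by cellular GFP fluorescence after 18 h stimulation with 500 pg/mL recombinant TGF-beta in 1% FBS medium at 37 degrees C.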
HepG2 tox: qHTS for Inhibitors of TGF-b: Cytotox Counterscreen | AID 588856, 2011 | 0.76% of 410,000 active | HepG2 CAGA-GFP viability, ATP luminescence, 18 h | Potency, µM (titrated, usually from 46.1 µM), for the others: at the top dose activity change, negative = cytotoxicity, hits mostly cytotoxic; also: potency is read from the fitted curve at half-maximal effect; some results filed as inactive show a strong effect at the top dose
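HepG2 CAGA-GFP cells (1000/well, DMEM with 1% FBS) received compound, then TGF-beta at 500 pg/mL final, and were incubated 18 hours at 37 degrees C. Viability was read by CellTiter-Glo luminescence. Media-only wells were set as complete cell-killing and DMSO as no toxicity.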
* = called active by the depositor; i = inactive; ? = inconclusive; nt = not tested or not shown; [ ] = dose if it differs, or a comment. Unless noted, calls follow the shape of the dose curve; as a rule, active = well fitted curve in the direction sought with a large enough effect; inconclusive = small, poorly fitted or top-dose-only effect, or another doubt; inactive = no such curve, though single readings can be large; an effect the other way counts as inactive or inconclusive.

SMILES	ATXN2 expr inh	Nrf2 activator	MCF10A rerep	Nrf2 block	A549 tox	IL1B secr inh	S2 tox	TGFb inhibitor	HepG2 tox
C[C@H]1CN(S(=O)C(C)(C)C)[C@H](CCO)/C1=C\CCO (stereo partly specified)	0%	-0.4%	27%	-5%	19%	-4	i	14%	-1%
N#Cc1c(/N=C/N2CCCC2)oc(-c2ccccc2)c1-c1ccccc1	2%	0.5%	9.2µM*	?	-11%	-13	?	0%	-10%
CC(=O)Nc1ccc(-c2ccnc3c2CC(C(=O)NCCc2ccccc2)O3)cc1 (stereo unspecified)	14%	0.4%	nt	nt	nt	53	i	1%	-5%
CCOC(=O)C(Cc1ccccc1)c1ccnc2ncnn12 (stereo unspecified)	1%	-0.4%	5%	?	-5%	34	i	3%	3%
Cc1cc(Cn2nc(C(=O)NCC3CC3)cc2-c2ccccc2)on1	-13%	1.0%	?	-22%	8%	-23	i	?	-15%
CCNC(=O)COC(=O)CCNC(=O)c1cccc(C)c1	-14%	-0.3%	-4%	4%	6%	-1	i	3%	-63%
Cc1ccc(S(=O)(=O)NCCc2cn3ccsc3n2)cc1	nt	-0.6%	nt	nt	4%	nt	nt	-2%	-11%
Cc1ccc(S(=O)(=O)/N=C(/Nc2ccc([N+](=O)[O-])cc2[N+](=O)[O-])c2ccccc2)cc1	-12%	4.4%	?	?	-18%	-67*	?	?	-16%
Cc1ccccc1CNc1nc(N(C)C)nc2c1cnn2C	-23%	3.7%	nt	nt	4%	nt	i	15%	-20%
N#Cc1sc2nc3c(c(-c4cccnc4)c2c1N)CCC3	-13%	-0.2%	?	0%	21%	0	i	1%	3%
Cc1cc(C)n(-c2nc(SCC(=O)O)c3c4c(sc3n2)COC(C)(C)C4)n1	-7%	-0.1%	6%	-11%	-10%	54	i	-11%	-6%
Cc1onc(-c2c(F)cccc2Cl)c1C(=O)NC1CCSC1=O (stereo unspecified)	-1%	-0.3%	22%	1%	3%	9	i	2%	-1%
COc1ccc(CCNC(=O)C2CCN(S(=O)(=O)c3ccc(OC)c(OC)c3)CC2)cc1	nt	0.4%	-1%	5%	0%	35	nt	0%	-18%
O=C(CN1CCN(C(=O)c2cccc(S(=O)(=O)N3CCCC3)c2)CC1)Nc1cccc(F)c1	-1%	0.4%	-3%	-15%	-15%	14	i	0%	-12%
Cc1nn(C)c(C)c1CNC(=O)Nc1ccc(Cl)cc1	61%[activator]	2.2%	5%	?	1%	17	i	-2%	-6%
Cc1ccc(S(=O)(=O)NC[C@H]2O[C@@H](n3cnc4c(N)ncnc43)[C@H](O)[C@@H]2O)cc1	8%	-0.8%	nt	nt	nt	17	i	4%	-16%
Cc1ccc(C)c(Nc2nc3ccccc3[nH]2)c1	-33%	3.1%	18%	6%	15%	-94*	i	-9%	-19%
COc1ccc(-c2cc(C(=O)Nc3ccc(C)c(N)c3)c3ccccc3n2)cc1	0%	9.1%	?	3%	?	-28	i	?	-18%
N#CC(c1ccccc1O)N1N=C(c2ccccc2)CC1c1ccccc1 (stereo unspecified)	nt	?	13%	28%	13%	10	i	-28%	-15%
COc1cc(C(=O)NC2CCN(Cc3nnnn3Cc3cccs3)CC2)cc(OC)c1OC	2%	-0.7%	0%	-9%	1%	-1	?	16%	-25%
CN1CCN(S(=O)(=O)c2ccc(N(C)Cc3cccc(F)c3)nc2)CC1	nt	-0.8%	1%	7%	8%	-6	i	8%	6%
COc1ccc(CCN2CC(O)=C(c3nc4ccccc4c(=O)[nH]3)C2=N)cc1OC	-18%	-0.5%	6%	-24%	?	-19	i	-8%	-8%
Cc1cc(C)c2nc(N(CCCN(C)C)C(=O)c3ccc(S(=O)(=O)N4CCCCCC4)cc3)sc2c1	?	5.1%	?	3%	-27%	-96*	i	16µM*	-74%
O=C(Cc1ccc(NC(=O)C2CCN(C(=O)C3CCC3)CC2)cc1)Nc1cccc(C(=O)N2CCCCC2)c1	0%	-0.7%	0%	1%	3%	-2	i	9%	8%
C=CCn1c(SCc2ccc(Cl)c(Cl)c2)nnc1C(CO)NC(=O)c1ccc(OC)cc1 (stereo unspecified)	-10%	3.5%	9%	-26%	-26%	?	?	0%	-1%
CCS(=O)(=O)N1CCCC(C(=O)NCCCN2CCCC2=O)C1 (stereo unspecified)	6%	-1.0%	-2%	10%	-6%	4	i	-19%	-2%
CCN(CC)c1ccc(C2C(C(N)=O)=C(C)Nc3ncnn32)cc1 (stereo unspecified)	3%	-0.3%	nt	nt	-1%	nt	i	-1%	-2%
O=C1CC(N2CCN(Cc3ccc4c(c3)OCO4)CC2)C(=O)N1Cc1ccc(N2CCCC2=O)cc1 (stereo unspecified)	-7%	0.7%	15%	3%	1%	13	i	-17%	-16%
COc1ccc2c(c1)CCC1C2=NN(/C(C)=C\C(C)=O)C1c1ccc(F)cc1 (stereo unspecified)	nt	20%	5%	14%	0%	6	i	-6%	-5%
COCCOC(=O)N/C=C\c1nc2ccccc2c(=O)[nH]1	9%	0.4%	?	-10%	7%	33	i	2%	-5%
Cc1ccc(-c2nc(CCNC(=O)C(=O)Nc3ccc(F)cc3F)cs2)cc1	nt	3.1%	nt	nt	1%	nt	nt	1%	-3%
COc1ccc(C(=O)N/N=C/c2ccc(OC(=O)c3cccc4ccccc34)c([N+](=O)[O-])c2)cc1	9%	24%	?	-18%	?	-27	i	0%	-6%
CN(C)C(CNC(=O)c1cccs1)c1ccco1 (stereo unspecified)	nt	6.0%	1%	5%	9%	-14	?	38%[activator]	-14%
Cn1c(N)c(C(=O)CSc2n[nH]c(N)n2)c(=O)n(C)c1=O	-4%	0.1%	-4%	?	4%	0	i	0%	-4%
CCOC(=O)C1CCCN(C(=O)c2c(-c3ccccc3Cl)noc2C)C1 (stereo unspecified)	-5%	-0.3%	-2%	-9%	-5%	15	i	1%	-7%
CCCc1nc(N2CCCC2)c(C#N)c2c1CCCC2	7%	0.2%	?	10%	-7%	36	i	-22%	-9%
O=c1[nH]c(C2CCN(S(=O)(=O)c3ccc(C(F)(F)F)cc3)CC2)nc2c1nnn2Cc1ccccc1	?	-0.1%	-1%	?	-18%	-71*	i	?	-19%
CC(NC(=O)CCCCCCN1C(=O)c2ccccc2C1=O)c1ccc2c(c1)CCCC2 (stereo unspecified)	-10%	-0.5%	2%	12%	-5%	-10	?	?	6%
C[C@@]12C(=O)N(CC3CCCO3)CC(=O)N1[C@H]1c3cc(Cl)ccc3OC[C@@H]1[C@@H]2c1ccccc1 (stereo partly specified)	5%	0.1%	31%	-24%	-2%	-16	i	4%	-9%
CSc1ccc(NC(=O)Nc2cccn(Cc3ccccc3F)c2=O)cc1	nt	-0.7%	18%	?	-7%	-68*	?	?	-3%
Cc1ccc(S(=O)(=O)Nc2nccs2)cc1[N+](=O)[O-]	-15%	0.0%	-9%	-10%	2%	13	i	-22%	3%
O=C(Nc1sc2c(c1C(=O)NCc1ccco1)CCCC2)c1cc(=O)c2ccccc2o1	nt	5.4%	nt	?	0%	nt	nt	nt	2%
O=C(CO/N=C/c1ccccc1O)NNC(=O)c1ccccc1Cl	2%	-0.3%	1%	9%	-10%	8	i	?	-54%
CCOC(=O)c1ccc(CNC(=O)c2n[nH]c(=O)c3ccccc23)o1	-10%	0.9%	0%	-29%	-4%	4	i	-6%	-16%
Cc1ccc(S(=O)(=O)Cc2ccc(C(=O)N3CCCC3)o2)cc1	-2%	-0.7%	1%	?	-7%	21	i	-2%	15%
O=C1NC[C@H](Cc2ccc(O)cc2)N(C[C@@H]2CCCN2C[C@H](Cc2ccccc2)N2C[C@H](Cc3ccc(O)cc3)N(CCc3ccccc3)C(=O)C2=O)C1=O	0%	-1.2%	nt	nt	nt	?	i	nt	nt
O=S(=O)(Cc1ccccc1)N(O)c1ccccc1	39%	3.7%	?	12%	-1%	-63*	i	2%	-1%
CC1CN(C(=O)Nc2ccc(C(=O)NCCc3ccc(Cl)cc3)cc2)c2ccccc2S1 (stereo unspecified)	-16%	0.3%	nt	5%	-4%	nt	?	14%	-10%
CC(=O)Nc1cc(C(=O)NCc2ccccc2Cl)ccc1Sc1ccc(F)cc1	nt	-0.1%	nt	nt	9%	nt	nt	0%	-34%
O=C(Nc1c(Cl)cccc1Cl)c1cc(-c2ccco2)on1	1%	?	8%	-21%	-3%	-16	i	23%	0%
Cn1cc(Br)c(C(=O)NC(=S)Nc2ccc(S(N)(=O)=O)cc2)n1	-30%	12%	-2%	-18%	0%	-6	i	1%	8%
Cc1ccc(NC(=O)Cc2nnc(SCC(=O)c3ccc(Br)cc3)n2C)cc1	-20%	-0.2%	3%	?	?	30	?	-26%	-44%
NC1=NC(=O)C(Cc2cccc(Cl)c2Cl)S1 (stereo unspecified)	16%	2.9%	-3%	39%	6%	-2	i	-8%	1%

By substructure, the entries above containing a cyano group.
SMILES	ATXN2 expr inh	Nrf2 activator	MCF10A rerep	Nrf2 block	A549 tox	IL1B secr inh	S2 tox	TGFb inhibitor	HepG2 tox
N#Cc1c(/N=C/N2CCCC2)oc(-c2ccccc2)c1-c1ccccc1	2%	0.5%	9.2µM*	?	-11%	-13	?	0%	-10%
N#Cc1sc2nc3c(c(-c4cccnc4)c2c1N)CCC3	-13%	-0.2%	?	0%	21%	0	i	1%	3%
N#CC(c1ccccc1O)N1N=C(c2ccccc2)CC1c1ccccc1 (stereo unspecified)	nt	?	13%	28%	13%	10	i	-28%	-15%
CCCc1nc(N2CCCC2)c(C#N)c2c1CCCC2	7%	0.2%	?	10%	-7%	36	i	-22%	-9%
